FLuc modulator – counter-screen for miR-21 project: firefly luciferase inhibitors or activators; P08659; purified FLuc, Km substrates, luminescence inhibition; Potency, µM (top dose mostly 57.5 µM), inactives show at the top dose activity change, negative = inhibition, hits mostly inhibitors; actives 6.9% (n = 360,000); AID 588342;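 note: plate controls were vehicle for no effect and reference inhibitor for full effect; nearly all actives have a fitted effect of over 55% in size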
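Purified P. pyralis luciferase (10nM final) with 10uM D-luciferin and 10uM ATP (Km levels) in 50mM Tris acetate pH 7.5, 10mM Mg acetate, 0.01% Tween-20, 0.05% BSA; qHTS 6-point titration, ~60 µM downward; luminescence read.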
Gal4-VP16 FLuc – Gal4-VP16 reporter inhibition counter-screen | Drosophila S2 Gal4-VP16 UAS-luciferase, luminescence, 20 h | Potency, µM (doses to about 53.6 µM), without a hit: at the highest dose activity, negative = inhibition, actives largely listed as inhibitors | actives 3.5% (n = 310,000) | AID 2546;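 note: Gal4-VP16 expression switched on by copper sulfate through the metallothionein promoter; % is set by controls: 0 for no effect and ±100 for the full control effect; nearly all actives have a fitted effect of over 50% in size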
uPA generation – blocks generation of uPA at the cell surface. cell surface uPA generation assay, qHTS. Potency, µM (series often up to 38.3 µM), for inactives: at the highest dose activity change, negative = inhibition, usual class: inhibitors. actives 0.31% (n = 330,000). AID 540303; active = well fitted inhibition curve with a large enough effect; inconclusive = small, poorly fitted or top-dose-only effect; inactive = no such curve, though single readings can be large or run the other way; tested in mouse RAW 264.7 cells; note: % is set by controls: 0 for no effect and ±100 for the full control effect; nearly all actives have a fitted effect of over 55% in size
p53 reactivator – mutant p53 re-activation in reporter cells. actives 0.063% (n = 320,000). Potency, µM (series often up to 92.2 µM), inactives show top-dose activity change, positive = activation, most hits filed as activators. H1299 p53-A138V BP100-luciferase reporter, luminescence, 24 h; note: % of control where 0% means no effect; nearly all actives have a fitted effect of over 45% in size
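p53-null H1299 cells stably carrying temperature-sensitive p53-A138V and a BP100-luciferase reporter were pinned with compounds (4-point, 1:5 series) and held 24 hrs at 37 deg C. Luminescence was read 10 min after detection reagent.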
NPC1 promoter act – activators of NPC1 promoter. Huh7 NPC1 promoter luciferase reporter, 24 h. Potency, µM (highest dose often 9.22 µM), for inactives: at the highest dose activation, actives largely listed as activators. actives 2.4% (n = 320,000). AID 485313;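 note: % of control where 0% means no effect; nearly all actives have a fitted effect of over 60% in size; reporter is driven by a mutant NPC1 promoter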
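Stably transfected Huh7 (NPC1 promoter→luciferase), 1500 cells/well in Opti-MEM + 10% FBS, 2 h settle, then compound 24 h at 37 °C. Luminescence after 10 min with Amplite reagent.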
BRCA1 expr act – increases BRCA1 expression; MCF7-BRCA1-FFLuc reporter, luminescence, 48 h; response scale: scaled: vehicle 0%, 10 µM genistein 100%; Potency, µM (top dose mostly 46.1 µM), for inactives: at the highest dose activation, most hits filed as activators; actives 1.1% (n = 380,000); note: nearly all actives have a fitted effect of over 80% in size; some results filed as inactive show a strong effect at the top dose
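Quantitative HTS in MCF7 cells stably reporting BRCA1 expression via firefly luciferase. Compound treatment lasts 48 h at 37 °C in phenol-red free MEM. Activation is expressed relative to genistein at 10 microM and DMSO.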
MBNL1 CUG block – inhibitors of human MBNL1 binding to CUG repeat RNA | TR-FRET MBNL1-His/biotin-(CUG)12 binding, 665/545 ratio | Potency, µM (doses to about 57.5 µM), without a hit: at the highest dose activity change, negative = inhibition, actives largely listed as inhibitors | actives 0.036% (n = 280,000); active = well fitted inhibition curve with a large enough effect in the signal ratio, with a control signal flat, not every such curve was filed as active; inconclusive = small, poorly fitted or top-dose-only effect, or effect the other way, or a change in a side signal; inactive = no such curve, though single readings can be large or run the other way; the % refers to the signal ratio; note: % is set by controls: 0 for no effect and ±100 for the full control effect
Target sequence (Q9NR56 whole entry, looked up): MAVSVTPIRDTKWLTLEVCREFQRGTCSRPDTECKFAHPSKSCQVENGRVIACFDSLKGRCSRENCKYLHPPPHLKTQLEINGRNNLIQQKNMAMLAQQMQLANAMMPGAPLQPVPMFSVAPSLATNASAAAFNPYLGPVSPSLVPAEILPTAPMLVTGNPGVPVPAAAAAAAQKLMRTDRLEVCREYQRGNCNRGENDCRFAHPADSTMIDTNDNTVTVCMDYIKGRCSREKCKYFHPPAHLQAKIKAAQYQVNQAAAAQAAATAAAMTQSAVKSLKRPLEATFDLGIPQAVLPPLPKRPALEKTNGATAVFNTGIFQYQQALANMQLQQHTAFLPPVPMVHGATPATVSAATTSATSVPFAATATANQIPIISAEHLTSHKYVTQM
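TR-FRET readout: Ex 340 nm, 665/545 nm emission ratio, normalized to buffer-only (basal) and MBNL1-(CUG)12 controls. Complex of MBNL1-His with Biotin-(CUG)12, compounds 92 nM–58 uM, incubated 60 min at room temperature.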
ELG1 genotoxic – induces genotoxicity in HEK293T cells with luciferase-tagged ELG1 | HEK293T ELG1-luciferase reporter, luminescence, 16 h | Potency, µM (highest dose often 46 µM), without a hit: at the highest dose activity change, positive = activation, actives largely listed as activators | actives 1.3% (n = 330,000) | AID 504466; note: % of control where 0% means no effect; nearly all actives have a fitted effect of over 60% in size
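16 hr compound incubation (37 °C, 5% CO2) of HEK293T cells carrying luciferase-tagged ELG1; luciferase then measured by ONE-Glo luminescence after 30 min at RT.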
RORgamma inh – ROR gamma (mouse) transcription inhibition; P51450; Drosophila S2 Gal4-RORgamma UAS-luciferase reporter, 20 h; Potency, µM (top dose mostly 53.6 µM), for inactives: at the highest dose activity change, negative = inhibition, usual class: inhibitors; actives 5.4% (n = 310,000); note: % is set by controls: 0 for no effect and ±100 for the full control effect; nearly all actives have a fitted effect of over 60% in size
Target sequence (P51450 whole entry, looked up, the tested form may be a part): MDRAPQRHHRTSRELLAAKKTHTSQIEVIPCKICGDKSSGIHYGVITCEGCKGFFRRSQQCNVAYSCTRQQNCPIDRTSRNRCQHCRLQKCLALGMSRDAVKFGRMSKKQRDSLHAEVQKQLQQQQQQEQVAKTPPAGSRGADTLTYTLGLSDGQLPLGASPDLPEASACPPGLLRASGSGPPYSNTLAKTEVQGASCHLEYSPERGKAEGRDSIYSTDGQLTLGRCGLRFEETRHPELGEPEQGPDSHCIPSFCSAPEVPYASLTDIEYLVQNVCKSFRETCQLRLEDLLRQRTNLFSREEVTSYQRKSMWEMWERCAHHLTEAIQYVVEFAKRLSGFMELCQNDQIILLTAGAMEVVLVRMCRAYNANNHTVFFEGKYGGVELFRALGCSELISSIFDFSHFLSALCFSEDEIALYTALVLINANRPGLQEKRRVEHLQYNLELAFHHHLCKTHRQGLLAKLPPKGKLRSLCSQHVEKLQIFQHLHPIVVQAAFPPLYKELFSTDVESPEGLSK
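ROR gamma transcriptional activity was tracked as Gal4-UAS luciferase output in stably transfected Drosophila Schneider cells, with compound added 1 hr before 700 uM copper sulfate induction and a 20 hr ambient-temperature incubation.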
Rab9 prom act – activates the Rab9 promoter | Huh7 Rab9 promoter-luciferase reporter, luminescence, 24 h | Potency, µM (series often up to 9.22 µM), without a hit: at the top dose activation, negative = inhibition, usual class: activators | actives 2.8% (n = 320,000); note: % of control where 0% means no effect; nearly all actives have a fitted effect of over 60% in size
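Steps: seed 1500 Huh7 Rab9-luc cells per well, rest 2 h at 37 °C; add compound in DMSO; incubate 24 h; add luciferase reagent, 10 min ambient; read luminescence.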
* = called active by the depositor; ? = inconclusive; nt = not tested or not shown; [ ] = remark or other dose. Unless noted, calls come from the whole dose curve; as a rule, active = well fitted curve in the direction sought with a large enough effect; inconclusive = small, poorly fitted or top-dose-only effect, or another doubt; inactive = no such curve, though single readings can be large; an effect the other way counts as inactive or inconclusive. Potency is the fitted concentration of half-maximal effect.

SMILES	FLuc modulator	Gal4-VP16 FLuc	uPA generation	p53 reactivator	NPC1 promoter act	BRCA1 expr act	MBNL1 CUG block	ELG1 genotoxic	RORgamma inh	Rab9 prom act
Cn1cccc1C(=O)NC(=O)COC(=O)CCNS(=O)(=O)c1ccc(Cl)cc1	nt	nt	2%	-4%	nt	-4%	nt	1%	nt	nt
CCN1CCCC1CNC(=O)c1cc2c(OC)cccc2[nH]1 (stereo not given)	-14%	4%	-6%	-7%	1%	-35%	-11%	1%	-18%	-4%
OCC1C2c3ccccc3C(c3ccccc32)C1CO (stereo not given)	1%	0%	-2%	-2%	-5%	9%	nt	-2%	?	3%
CCOC(=O)C1CCN(C(=O)C2CCCN(S(=O)(=O)c3ccc(OCC)c(Cl)c3)C2)CC1 (stereo not given)	10%	nt	-2%	-5%	-5%	-25%	nt	0%	nt	-9%
CCC(Sc1nc(C)cc(=O)[nH]1)C(=O)Nc1nnc(C)s1 (stereo not given)	0%	-1%	1%	18%	4%	-9%	-12%	0%	-11%	-4%
Cc1ccc(OCCC(=O)OC(C)C(=O)Nc2ccc(Cl)cn2)cc1 (stereo not given)	0%	nt	-3%	5%	-2%	-11%	nt	0%	nt	3%
CC(=O)N1c2ccc(S(=O)(=O)N3CCCC(C(=O)NCc4ccc(Cl)cc4)C3)cc2CC1C (stereo not given)	0%	?	?	-6%	-15%	-30%	-2%	-8%[9.26 µM]	?	-20%
COc1cccc(-n2nnc(S(=O)(=O)c3ccc(C)cc3)c2N)c1	-5%	-7%	9%	-7%	-4%	-10%	-2%	-5%	20%	-7%
CCn1cc(C(=O)Nc2cccc(C)c2)c(=O)c2ccc(C)nc21	-2%	3%[10 µM]	nt	-3%	-3%	nt	-4%	18%	7%	-2%
CC(=O)NCC(=O)NC(C(=O)Nc1ccc2c(c1)OCCO2)c1ccccc1 (stereo not given)	-1%	-6%	2%	-2%	0%	9%	-4%	-2%	2%	2%
N#Cc1c(/N=C\c2ccc(O)c([N+](=O)[O-])c2)sc2c1CCCC2	?	-2%	-6%	5%	28%	31%	?	11%	35%	?
C/C(=N/N=C/c1ccccc1O)c1ccccc1O	1.1µM*	-11%	4%	?	25%	?	3%	6.5µM*	-26%	?
Cc1ccccc1CN(c1ccc(C(=O)Nc2cccnc2)cc1)S(C)(=O)=O	9%	-1%	-2%	-2%	-2%	1%[1.84 µM]	7%	3%	18%	-3%
CCN(CC(=O)Nc1c(F)cccc1F)C(=O)C1CCN(C(=O)Nc2ccccc2)CC1	0%	nt	-1%	-4%	-2%	-1%	nt	2%	nt	-1%
Cc1cc(NC(=O)CSCC(=O)Nc2cc(C(F)(F)F)ccc2N2CCOCC2)no1	-2%	nt	-5%	-8%	-7%	3%	nt	0%	nt	-2%
Cc1ccc(C(=O)O)cc1Nc1ncnc2sc3c(c12)CCC3	-3%	1%	0%	-3%	-2%	-1%	2%	-1%	-33%	-1%
CCCc1ccc(OCc2ccccc2)c2c(=O)cc(C(=O)OCC)oc12	0%	-12%	-1%	-1%	-1%	3%	2%	-2%	-8%	-2%
O=C(Cc1ccc(NS(=O)(=O)c2cccc(C(F)(F)F)c2)cc1)NCCN1CCOCC1	0%	nt	4%	0%	0%	-2%	nt	2%	nt	-4%
Cc1cccc(Oc2coc3cc(OC(=O)c4cc5ccccc5oc4=O)ccc3c2=O)c1	-1%	-3%	3%	12%	26%	83%	15%	?	2%	25%
CCc1cccc(C)c1NC(=O)CSc1nc2ccc(N3C(=O)c4ccccc4C3=O)cc2s1	1%	-26%	-2%	-4%	-1%	-3%	23%	15%	?	-8%
CCOC(OCC)c1ccc(/C=C\c2nccc(N)n2)cc1	8.5µM*	-13%	?	?	?	3.2µM*	?	?	-4%	1.8µM*
Cc1ccc(-c2ccc(SCC(=O)N3CCN(c4ccccc4)CC3)nn2)cc1	-3%	-8%	1%	18%	1%	-2%	-8%	-1%	?	-1%
CCN(C(=O)COC(=O)CNS(=O)(=O)c1ccccc1)c1ccccc1	1%	3%	1%	0%	-7%	0%	-1%	1%	-18%	9%
COc1ccccc1NS(=O)(=O)c1cccc(C(=O)N(C)Cc2cccs2)c1	-2%	4%	-2%	-18%	-2%	6%	-5%	-3%	25%	3%
Cn1c2ccccc2c(=O)c2c(=O)n(Cc3ccco3)c(-c3ccc(F)cc3)nc21	3%	-4%	2%	-1%	-4%	-6%	12%	-1%	-2%	1%
Cc1ccn2c(NC3CCCC3)c(-c3ccsc3)nc2c1	24µM*	1%	0%	9%	1%	4%	11%	-6%	11µM*	-7%
Cc1nn(C)c(C(=O)Nc2ccc(S(=O)(=O)NC34CC5CC(CC(C5)C3)C4)cc2)c1Br	-17%	-12%	6%	?	1.4µM*	-95%[inhibitor]	0%	6%	0%	1.6µM*
O=[N+]([O-])c1ccc2c(c1)c1ccccc1n2CCO	5%	-1%	4%	-4%	-3%	18%	?	0%	12%	-8%
COC(=O)c1c(NC(=O)COC(=O)[C@@H](NS(=O)(=O)c2ccccc2)C(C)C)sc2c1CCC2	0%	-29%	7%	7%	1%	-50%	12%	-2%	31%	-4%
O=S(=O)(c1cccc2ccccc12)N1CCSC1	3%	-4%	4%	-5%	1%	-17%	3%	1%	42%	-2%
Cc1ccc(C23CC4CC(CC(C(N)=O)(C4)C2)C3)cc1	-11%	20%	0%	0%	1%	-11%	-10%	4%	24%	0%
Cc1noc(C)c1COc1ccc(C(=O)OCC(=O)Nc2ccc(S(N)(=O)=O)cc2)cc1	2%	nt	-4%	-4%	-2%	0%	nt	7%	nt	-2%
CCOc1ccc(S(=O)(=O)NC(C)(C)C)cc1-c1nc2c(C(C)(C)C)nn(C)c2c(=O)[nH]1	-1%	-14%	-1%	-5%	-1%	-89%[inhibitor]	6%	-28%	-18%[10 µM]	0%
COc1ccc(CC(=O)Nc2cccc(C(=O)NN3C(=O)c4ccccc4C3=O)c2C)cc1	?	1%	1%	3%	1%	10%	13%	1%	-28%	-3%
O=C(NCC1CCCO1)c1cccnc1Nc1ccccc1F (stereo not given)	-1%	2%	2%	-2%	-5%	14%	12%	1%	2%	-1%
CCOC(=O)N1CCN(C(=O)CN(c2ccc(OC)c(OC)c2)S(C)(=O)=O)CC1	0%	-4%	nt	11%	1%	0%	-6%	-3%	-6%	1%

A few values from the entries so far:
CCOc1ccc(S(=O)(=O)NC(C)(C)C)cc1-c1nc2c(C(C)(C)C)nn(C)c2c(=O)[nH]1 in FLuc modulator reads -1%
Cn1c2ccccc2c(=O)c2c(=O)n(Cc3ccco3)c(-c3ccc(F)cc3)nc21 in p53 reactivator reads -1%

(next part)
SMILES	FLuc modulator	Gal4-VP16 FLuc	uPA generation	p53 reactivator	NPC1 promoter act	BRCA1 expr act	MBNL1 CUG block	ELG1 genotoxic	RORgamma inh	Rab9 prom act
NCCCn1c(C(=O)c2cc(Cl)c(N)c(Cl)c2)c2ccc([N+](=O)[O-])cc2[n+]1[O-]	-7%	nt	?	7%	-8%	-50%	nt	?	nt	-13%
CN(C)C(/C=C/Nc1cccc([N+](=O)[O-])c1)=C(C#N)C#N	-2%	-5%	-1%	8%	2%	-24%	?	2%	36%	12%
Cc1ccc(N(CC(=O)NCC2CCCO2)C(=O)CCC(=O)Nc2nccs2)cc1C (stereo not given)	-6%	-4%	-7%	2%	0%	-74%	-3%	0%	-6%	-5%
COc1ccc(C2(C(=O)Nc3ccc(C(=O)O)cc3)CCOCC2)cc1	-3%	2%	0%	-13%	-3%	2%	1%	3%	8%	-13%
COc1cc(/C=N/NC(=O)c2ccc(CN3C(=O)c4cccc5cccc3c45)cc2)cc(OC)c1O	4%	-6%	4%	-4%	2%	-25%	18%	0%	10%	0%
CCc1nnc(NC(=O)C2CC(=O)N(C3CCCC3)C2)s1 (stereo not given)	-1%	-1%	2%	0%	6%	-2%	1%	1%	-7%	7%
COc1ccc(NC(=O)CSc2nnc(Cc3cccn3C)n2-c2ccc(F)cc2)cc1OC	3%	?	5%	0%	4%	3%	-16%	-8%	?	7%
C(=N\n1cnnc1)/c1ccc(-c2ccccc2)cc1	?	3%	2%	5%	3%	28%	?	3%	-15%	2%
CCOc1cc(CN2CCC(n3nccc3NC(=O)C3CC3)CC2)ccc1O	-1%	5%	15%	8%	4%	12%	-10%	-2%	-1%	-7%
Cc1cccc(NC(=O)N(C)Cc2cccs2)c1	?	23%	-6%	5%	12%	81%	-2%	?	7%	-4%
O=C(NC(c1ccccc1)c1ccccc1)c1ccc(CO)cc1	0%	-9%	2%	-4%	0%	-22%	-1%	0%	0%	-2%
CCC(=O)N1CCc2cc(S(=O)(=O)N3CCN(c4cc(C)ccc4C)CC3)ccc21	0%	17%	3%	2%	-4%	-17%	0%	6%	-23%	2%
O=C(CSc1ccccn1)Nc1ccc(NC(=O)CSc2ccccn2)cc1	-9%	-5%	8%	-2%	-5%	19%	4%	2%	0%	0%
O=C(CCNC(=O)N1CCn2c1nc1ccccc12)NCc1ccc(F)cc1	5%	0%	3%	6%	0%	5%	3%	0%	-16%	-2%
Cc1ccccc1CN1CCNC(=O)C1CC(=O)O (stereo not given)	-1%	19%	1%	0%	-2%	1%	-3%	-5%	?	-4%
Cc1ccc(CNC(=O)C(N=C2NS(=O)(=O)c3ccccc32)C(C)C)cc1 (stereo not given)	nt	nt	10%	-16%	-8%	1%	nt	-3%	nt	-1%
